DT40 TDP1 no CPT – qHTS for Inhibitors of human tyrosyl-DNA phosphodiesterase 1 (TDP1): qHTS in cells in absence of CPT. DT40 Tdp1-/- hTDP1 cells, no CPT, ATP luminescence, 48 h. Potency, µM (top dose mostly 46.2 µM), inactives show top-dose activity change, negative = growth inhibition, hits mostly inhibitors. 420,000 tested, 15% active. AID 686978, 2013; note: nearly all actives have a fitted effect of over 55% in size
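Readout: luminescence from CellTiter-Glo after 30 min in the dark at RT. Cells: DT40 Tdp1-/- with stable hTDP1, 400/well. Exposure: compounds alone, ≥48 hr, 37 °C.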
TDP1 inh – blocks human tyrosyl-DNA phosphodiesterase 1. Q9NUW8. recombinant TDP1, AlphaScreen DNA substrate cleavage. Potency, µM (highest dose often 130 µM), for inactives: top-dose activity change, negative = inhibition, actives largely listed as inhibitors. 350,000 tested, 0.28% active; note: nearly all actives have a fitted effect of over 40% in size
Target sequence (Q9NUW8 whole entry, looked up): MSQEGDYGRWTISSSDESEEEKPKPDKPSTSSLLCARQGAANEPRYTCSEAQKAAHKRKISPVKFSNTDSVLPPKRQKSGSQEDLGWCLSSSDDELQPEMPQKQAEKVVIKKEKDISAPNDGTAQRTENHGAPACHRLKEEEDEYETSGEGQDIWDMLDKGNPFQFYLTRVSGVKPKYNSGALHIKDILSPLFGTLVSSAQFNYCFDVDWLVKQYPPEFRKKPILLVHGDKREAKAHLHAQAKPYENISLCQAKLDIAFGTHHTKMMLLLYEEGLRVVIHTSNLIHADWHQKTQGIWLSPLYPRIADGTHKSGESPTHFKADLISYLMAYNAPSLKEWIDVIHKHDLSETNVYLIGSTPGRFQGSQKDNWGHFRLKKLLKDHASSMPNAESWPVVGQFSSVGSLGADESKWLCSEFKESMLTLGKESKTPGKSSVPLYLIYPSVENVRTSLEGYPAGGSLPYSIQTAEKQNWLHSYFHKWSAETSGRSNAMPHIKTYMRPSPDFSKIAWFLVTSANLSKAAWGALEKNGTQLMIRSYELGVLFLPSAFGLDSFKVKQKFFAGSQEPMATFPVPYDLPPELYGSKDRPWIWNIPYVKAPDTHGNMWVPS
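Tdp1 1 nM final; 15 min RT w/ cpd; substrate 15 nM, 5 min; beads 10 ug/ml, 10 min; AlphaScreen read. Neg ctrl: no enzyme.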
TDP1 cell CPT – growth inhibition of DT40 Tdp1-/-;hTDP1 cells with camptothecin (screen for TDP1 inhibitors) | 420,000 tested, 12% active | chicken DT40 Tdp1-/-;hTDP1 cells + 20 nM CPT, ATP luminescence, 48 h | AID 686979 | Potency, µM (doses to about 46.2 µM), inactives show at the top dose activity change, negative = growth inhibition, hits mostly inhibitors; note: nearly all actives have a fitted effect of over 55% in size
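Chicken DT40 Tdp1-/- cells complemented with human TDP1, 400 cells/well, exposed to compounds plus 20 nM camptothecin for at least 48 h at 37 C; viability read as ATP content by CellTiter-Glo luminescence.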
* hit, by the source's call; [ ] = dose if it differs, or a comment. Calls come from the whole dose curve; as a rule, active = well fitted curve in the direction sought with a large enough effect; inconclusive = small, poorly fitted or top-dose-only effect, or another doubt; inactive = no such curve, though single readings can be large; an effect the other way counts as inactive or inconclusive. % is set by controls: 0 for no effect and ±100 for the full control effect; potency is the fitted concentration of half-maximal effect. The order is random. Share with any hit: about 18%.

Screening CCC(C)NCCOCCOc1ccc(C)cc1OC (stereo not given) returned DT40 TDP1 no CPT inconclusive, TDP1 inh -8% and TDP1 cell CPT -1%.
`COc1ccc(OC)c(Nc2cc(C(=O)NCCCN3CCOCC3)c3ccccc3n2)c1` gave DT40 TDP1 no CPT 23µM*, TDP1 inh 6% and TDP1 cell CPT inconclusive.
For CCc1ccc(N=c2c([N+](=O)[O-])nn(-c3ccccc3)n2O)cc1 the results were DT40 TDP1 no CPT inconclusive, TDP1 inh 11% and TDP1 cell CPT inconclusive.
Screening C/C(CCCO)=N/Nc1ccc([N+](=O)[O-])cc1[N+](=O)[O-] returned DT40 TDP1 no CPT -30%, TDP1 inh 4% and TDP1 cell CPT -25%.
O=C(COC(=O)C1CCN(c2ccc(C(F)(F)F)cn2)CC1)NCCc1ccccc1 was read as DT40 TDP1 no CPT 18%, TDP1 inh -8% and TDP1 cell CPT 2%.
Screening COC(=O)COc1cccc(NC(=O)c2ccc(Cl)cc2)c1 returned DT40 TDP1 no CPT inconclusive, TDP1 inh 3% and TDP1 cell CPT inconclusive.
Screening Cc1ccc(OCC(=O)NS(=O)(=O)c2ccccc2)cc1 returned DT40 TDP1 no CPT 7%, TDP1 inh 2% and TDP1 cell CPT 4%.
For COc1ccccc1CN(C)CC(=O)Nc1ccc(Cl)cc1F the results were DT40 TDP1 no CPT inconclusive, TDP1 inh -6% and TDP1 cell CPT inconclusive.
Screening COc1ccc(CNC(=O)C2CCCN(S(=O)(=O)c3ccc(Br)s3)C2)cc1 (stereo not given) returned DT40 TDP1 no CPT inconclusive and TDP1 cell CPT inconclusive.
Screening COc1ccc(NC(=O)c2oc3ccccc3c2NC(=O)Cc2coc3cc(C)ccc23)cc1 returned DT40 TDP1 no CPT 12µM*, TDP1 inh -5% and TDP1 cell CPT inconclusive.
Cn1c(CN2CCCC2)nc2cc(NC(=O)COc3ccc([N+](=O)[O-])cc3)ccc21 was read as DT40 TDP1 no CPT inconclusive, TDP1 inh 5% and TDP1 cell CPT inconclusive.
O=C1[C@@H](Oc2ccccc2)[C@@H](c2cccnc2)N1c1ccccc1 was read as DT40 TDP1 no CPT 18µM* and TDP1 cell CPT 21µM*.
For CC(C)Oc1ccc(S(=O)(=O)N2CCCCC2)cc1NC(=O)C1=NN(c2ccccc2)C(=O)CC1 the results were DT40 TDP1 no CPT inconclusive and TDP1 cell CPT inconclusive.
Screening COc1ccc(-c2nnc(NC(=O)c3c(OC)cccc3OC)s2)cc1 returned DT40 TDP1 no CPT inconclusive and TDP1 cell CPT -19%.
Screening Cc1cc(C)cc(NC(=O)CSc2nncn2-c2ccccn2)c1 returned DT40 TDP1 no CPT -14%, TDP1 inh -4% and TDP1 cell CPT -8%.
COc1ccc(CNC(=O)C[C@H]2C[C@H](C(=O)N3CCOCC3)[C@@]3(CCC4CCCC4)c4[nH]c5cc(CCC(=O)N(C)C)ccc5c4CCN3C2=O)cc1OC was read as DT40 TDP1 no CPT inconclusive, TDP1 inh 1%[56.1 µM] and TDP1 cell CPT inconclusive.
Screening COc1ccc(/C=C2\C=Cc3ccccc32)cc1OC returned DT40 TDP1 no CPT inconclusive and TDP1 cell CPT inconclusive.
For CCN(C(=O)CSc1nnc(NC2CCCCC2)s1)C1CCS(=O)(=O)C1 (stereo not given) the results were DT40 TDP1 no CPT -1%, TDP1 inh 0% and TDP1 cell CPT -2%.
Screening COc1ccc(C(=O)N2CCNC(=O)C2)cc1S(=O)(=O)Nc1ccc(Br)cc1 returned DT40 TDP1 no CPT -5%, TDP1 inh 0% and TDP1 cell CPT -10%.
`Cc1ccc(C(=O)NCC(=O)OCc2cccc(Br)c2)cc1` gave DT40 TDP1 no CPT 6%, TDP1 inh -7% and TDP1 cell CPT 6%.

Brought forward from above: 3 entries, then new ones.
For CCN(C(=O)CSc1nnc(NC2CCCCC2)s1)C1CCS(=O)(=O)C1 (stereo not given) the results were DT40 TDP1 no CPT -1%, TDP1 inh 0% and TDP1 cell CPT -2%.
Screening COc1ccc(C(=O)N2CCNC(=O)C2)cc1S(=O)(=O)Nc1ccc(Br)cc1 returned DT40 TDP1 no CPT -5%, TDP1 inh 0% and TDP1 cell CPT -10%.
`Cc1ccc(C(=O)NCC(=O)OCc2cccc(Br)c2)cc1` gave DT40 TDP1 no CPT 6%, TDP1 inh -7% and TDP1 cell CPT 6%.
Screening CCN(C(=O)CSc1nc2ccccc2o1)c1c(N)n(Cc2ccccc2)c(=O)[nH]c1=O returned DT40 TDP1 no CPT 1% and TDP1 cell CPT 4%.
For COCCn1c(=O)c(-c2ccc(OC)cc2)nc2cnc(OC)nc21 the results were DT40 TDP1 no CPT inconclusive and TDP1 cell CPT inconclusive.
Screening Cc1ccc(OCCOC(=O)CCc2nc3ccccc3c(=O)[nH]2)cc1 returned DT40 TDP1 no CPT -9%, TDP1 inh 1% and TDP1 cell CPT -4%.
`CCCC(CNC(C)=O)(C1=CCCCC1)c1ccccc1` (stereo not given) gave DT40 TDP1 no CPT 13µM* and TDP1 cell CPT 18µM*.
`Cc1cccc(NC(=O)c2ccc(S(=O)(=O)N3CCCCC3)cc2)n1` gave DT40 TDP1 no CPT -26% and TDP1 cell CPT -28%.
Screening CCC(Sc1ccccc1C(=O)O)C(=O)O (stereo not given) returned DT40 TDP1 no CPT -3%, TDP1 inh -6% and TDP1 cell CPT -1%.
`O=C(/C=C\c1ccc2c(c1)OCO2)NC1CC(=O)N(c2ccccc2)C1` (stereo not given) gave DT40 TDP1 no CPT -2%, TDP1 inh 5% and TDP1 cell CPT -9%.
Screening CCOC(=O)C1=CCN(S(=O)(=O)c2cccc(Cl)c2)C1c1ccc(C)cc1 (stereo not given) returned DT40 TDP1 no CPT inconclusive and TDP1 cell CPT -13%.
O=C1NC[C@H](Cc2ccc(O)cc2)N(C[C@@H]2CCCN2C[C@H](Cc2ccc(O)cc2)N2C[C@H](Cc3ccccc3)N(CC3CCCCC3)C(=O)C2=O)C1=O was read as DT40 TDP1 no CPT -18% and TDP1 cell CPT -13%.
CN1N=C(C(=O)N2CCc3c([nH]c4ccccc34)C2c2c(F)cccc2Cl)CCC1=O (stereo not given) was read as DT40 TDP1 no CPT -25%, TDP1 inh 4% and TDP1 cell CPT -9%.
`Cc1cc2c(cc1C)N(C(=O)CN1C(=O)c3ccccc3C1=O)C(C)(C)c1ssc(=S)c1-2` gave DT40 TDP1 no CPT 26µM*, TDP1 inh 12% and TDP1 cell CPT inconclusive.
Cn1c(=O)oc2cc(S(=O)(=O)NC3CCCCC3)ccc21 was read as DT40 TDP1 no CPT -13% and TDP1 cell CPT 7%.
N/C(=N\OC(=O)c1ccco1)c1cccc([N+](=O)[O-])c1 was read as DT40 TDP1 no CPT -11%, TDP1 inh 5% and TDP1 cell CPT -9%.
Screening C/C=C/c1ccc(OCC(=O)OCC(=O)NC2CC2)c(OC)c1 returned DT40 TDP1 no CPT 1%, TDP1 inh 8% and TDP1 cell CPT -5%.
`Cc1ccc(NC(=S)Nc2cc(-c3ccccc3)[nH]n2)cc1Cl` gave DT40 TDP1 no CPT -27%, TDP1 inh 2% and TDP1 cell CPT -2%.
`C[C@@H](c1ccccc1)N1C[C@H]2CCCN2c2cc(Br)ccc2S1(=O)=O` gave DT40 TDP1 no CPT inconclusive, TDP1 inh 0%[56.1 µM] and TDP1 cell CPT 18µM*.
CC(C)[C@H](N)C(=O)NC[C@H]1O[C@@H](n2cnc3c(N)ncnc32)[C@H](O)[C@@H]1O was read as DT40 TDP1 no CPT -9%, TDP1 inh -1%[56.1 µM] and TDP1 cell CPT -8%.
COc1cc(NC(=O)Cn2cnc(S(=O)(=O)N3CCc4ccccc43)c2)cc(OC)c1OC was read as DT40 TDP1 no CPT inconclusive, TDP1 inh 3% and TDP1 cell CPT -13%.
`CC(=O)N1CCc2c(sc(NC(=O)c3ccc4c(c3)OCCO4)c2C#N)C1` gave DT40 TDP1 no CPT 3.7µM*, TDP1 inh -1% and TDP1 cell CPT 4.1µM*.
For O=C(CC1C(=O)NCCN1Cc1cccc(Oc2ccccc2)c1)NCC1CCOCC1 (stereo not given) the results were DT40 TDP1 no CPT -19%, TDP1 inh 4% and TDP1 cell CPT -13%.
`CCCCCC(=O)Nc1cccc(C2=NOC3(C2)C[C@H](C(N)=O)N(C(=O)c2ccccc2C(=O)c2ccccc2)C3)c1` (stereo not given in full) gave DT40 TDP1 no CPT inconclusive, TDP1 inh 6% and TDP1 cell CPT inconclusive.
For CCN(CC)C(=O)Cn1cnc([N+](=O)[O-])n1 the results were DT40 TDP1 no CPT 5%, TDP1 inh 6% and TDP1 cell CPT -3%.
Screening CCc1ccc(C(C)NC(=O)c2ncn[nH]2)cc1 (stereo not given) returned DT40 TDP1 no CPT -1%, TDP1 inh 0% and TDP1 cell CPT -8%.
O=C(C[n+]1ccccc1)N1c2ccccc2Sc2ccccc21 was read as DT40 TDP1 no CPT inconclusive, TDP1 inh 2% and TDP1 cell CPT inconclusive.
`Cc1ccc(Cl)cc1N1CCN(S(=O)(=O)c2ccc3c(c2)CC(C)N3C(=O)C2CCC2)CC1` (stereo not given) gave DT40 TDP1 no CPT inconclusive, TDP1 inh 6% and TDP1 cell CPT -26%.
`Cc1ccc(-c2noc(CN(C(=O)CCN3C(=O)c4ccccc4C3=O)C(C)C)n2)cc1` gave DT40 TDP1 no CPT -3%, TDP1 inh 7% and TDP1 cell CPT inconclusive.
O=C(CSc1ccc(-c2cccs2)nn1)Nc1ccccc1F was read as DT40 TDP1 no CPT -29%, TDP1 inh 2% and TDP1 cell CPT -11%.
`Cc1ccc(C(=O)ON=C2CCN(c3ccc([N+](=O)[O-])cc3)CC2)cc1` gave DT40 TDP1 no CPT inconclusive, TDP1 inh 8% and TDP1 cell CPT inconclusive.
Cc1ccc(S(=O)(=O)c2nnn3c2nc(N2CCCCC2)c2sccc23)cc1 was read as DT40 TDP1 no CPT -18%, TDP1 inh 5% and TDP1 cell CPT -5%.
For CC(=O)Nc1cccc(NC(=O)c2ccccc2Cl)c1 the results were DT40 TDP1 no CPT 0% and TDP1 cell CPT -6%.
For O=C(CN1C(=O)/C(=C\c2ccc(F)cc2)Oc2ccccc21)N1CCN(c2ccccn2)CC1 the results were DT40 TDP1 no CPT inconclusive, TDP1 inh 0% and TDP1 cell CPT inconclusive.
Cc1nc(SCC(=O)N2CCN(C(=O)c3ccco3)CC2)c2c(C)c(C)sc2n1 was read as DT40 TDP1 no CPT inconclusive, TDP1 inh 2% and TDP1 cell CPT inconclusive.
`O=C1NCCCC1C(=O)N/N=C/c1cccc(Cl)c1` (stereo not given) gave DT40 TDP1 no CPT -11%, TDP1 inh 0% and TDP1 cell CPT 31%[activator].
`Cc1cc(N2C(=O)C(O)=C(C(=O)c3ccco3)C2c2cccc(O)c2)no1` (stereo not given) gave DT40 TDP1 no CPT 20%, TDP1 inh 2% and TDP1 cell CPT 10%.
`COc1ccc(CNCC(O)(c2ccccc2)c2ccc(F)cc2)cc1OC` (stereo not given) gave DT40 TDP1 no CPT 15µM* and TDP1 cell CPT inconclusive.
CC1(c2ccc([N+](=O)[O-])cc2)NC(=O)N(CC(=O)c2ccc3c(c2)OCO3)C1=O (stereo not given) was read as DT40 TDP1 no CPT inconclusive, TDP1 inh 1%[0.505 µM] and TDP1 cell CPT -27%.
Screening O=C(OCCN=C1NS(=O)(=O)c2ccccc21)c1ccncc1 returned DT40 TDP1 no CPT 0%, TDP1 inh 3% and TDP1 cell CPT -19%.

Random excerpt: three entries already listed.
`COc1ccc(CNCC(O)(c2ccccc2)c2ccc(F)cc2)cc1OC` (stereo not given) gave DT40 TDP1 no CPT 15µM* and TDP1 cell CPT inconclusive.
Cc1nc(SCC(=O)N2CCN(C(=O)c3ccco3)CC2)c2c(C)c(C)sc2n1 was read as DT40 TDP1 no CPT inconclusive, TDP1 inh 2% and TDP1 cell CPT inconclusive.
CC1(c2ccc([N+](=O)[O-])cc2)NC(=O)N(CC(=O)c2ccc3c(c2)OCO3)C1=O (stereo not given) was read as DT40 TDP1 no CPT inconclusive, TDP1 inh 1%[0.505 µM] and TDP1 cell CPT -27%.

Three entries from above, arranged by heavy-atom count, low to high.
`O=C1NCCCC1C(=O)N/N=C/c1cccc(Cl)c1` (stereo not given) gave DT40 TDP1 no CPT -11%, TDP1 inh 0% and TDP1 cell CPT 31%[activator].
CC1(c2ccc([N+](=O)[O-])cc2)NC(=O)N(CC(=O)c2ccc3c(c2)OCO3)C1=O (stereo not given) was read as DT40 TDP1 no CPT inconclusive, TDP1 inh 1%[0.505 µM] and TDP1 cell CPT -27%.
For O=C(CN1C(=O)/C(=C\c2ccc(F)cc2)Oc2ccccc21)N1CCN(c2ccccn2)CC1 the results were DT40 TDP1 no CPT inconclusive, TDP1 inh 0% and TDP1 cell CPT inconclusive.

Screens: PubChem, National Center for Advancing Translational Sciences (NCATS)
